Compound activity: PubChem BioAssay, The Scripps Research Institute Molecular Screening Center
CHO-K1 Ca PAM = M1 PAM counterscreen hit in parental CHO-K1 cells. ATP EC20, Fluo-8 calcium fluorescence; 0% at ATP EC20, 100% at ATP max. activation, % at 3 µM. hit rate 0.02% among 360,000. AID 602247;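 active means activation above the run cutoff, the mean activation of all test compounds plus 3 SD, cut at about 40% in these data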;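 further: peak over basal fluorescence ratio in a 140 s read after ATP addition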
V1aR counter = counter-screen for oxytocin receptor agonists: human V1a receptor agonists; P37288; CHO-V1R cells, Fluo-8 calcium fluorescence, agonist mode; 0% DMSO, 100% 3 nM vasopressin; activation, % at 3 µM; hit rate 0.25% among 320,000; AID 2797;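 active means activation above the mean activation of all tested compounds plus 3 SD, per screening run, cut at about 20% in these data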;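 further: signal is peak over basal fluorescence ratio across a 100 second FLIPR read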
CHO-K1 Ca antag = counter-screen for M1 antagonists: effect in parental CHO-K1 cells. inhibition, % at 3 µM. hit rate 0.6% among 360,000. ATP-induced calcium, Fluo-8 fluorescence;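 active means inhibition above a per-plate cutoff, the plate's mean sample inhibition plus 3 SD, cut at about 24% in these data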;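 further: 0% = DMSO plus EC80 ATP and 100% = DMSO alone without ATP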
TAAR1 antagonist = antagonists of human TAAR1. Q96RJ0. inhibition, % at 3 µM. hit rate 1.5% among 360,000. CHO RD-HGA16 TAAR1, Fluo-8 calcium fluorescence, antagonist;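 active means inhibition above a per-plate cutoff, the mean inhibition of test compounds on that plate plus 3 SD, cut at about 49% in these data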;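 further: 0% = DMSO plus EC80 beta-PEA response and 100% = DMSO alone without agonist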
Target sequence (Q96RJ0 whole entry, looked up): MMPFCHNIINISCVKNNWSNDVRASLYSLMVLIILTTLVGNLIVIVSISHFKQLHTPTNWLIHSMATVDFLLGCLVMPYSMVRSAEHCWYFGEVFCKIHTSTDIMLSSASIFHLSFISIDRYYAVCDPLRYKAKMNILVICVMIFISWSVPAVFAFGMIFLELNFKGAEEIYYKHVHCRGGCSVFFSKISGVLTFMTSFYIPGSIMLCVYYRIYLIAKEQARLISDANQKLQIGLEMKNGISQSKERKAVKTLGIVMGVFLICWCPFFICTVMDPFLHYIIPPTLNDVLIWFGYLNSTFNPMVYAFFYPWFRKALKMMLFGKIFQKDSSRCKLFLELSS
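Assay system: RD-HGA16 CHO cells with stable hTAAR1 and Gα16 / Reagent: EC80 β-phenethylamine stimulus / Doses: 3 µM, single point / Timing: dye loading 75 min at 37 °C, then 30 min room temperature / Measured by: Fluo-8 intracellular calcium dye fluorescence, real-time kinetic reads / Controls: vehicle wells and EC80 agonist wells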
GPR7 antagonist = blocks human GPR7 receptor signaling; hit rate 1.1% among 290,000; inhibition, % at 4.4 µM; GPR7-expressing cells, fluorescence antagonist assay; in the data active means inhibition above about 16%, passing the limit was not always enough;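 further: cells stimulated with the agonist NPW; 0% = agonist with vehicle and 100% = vehicle without agonist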
Target sequence (P48145 whole entry, looked up): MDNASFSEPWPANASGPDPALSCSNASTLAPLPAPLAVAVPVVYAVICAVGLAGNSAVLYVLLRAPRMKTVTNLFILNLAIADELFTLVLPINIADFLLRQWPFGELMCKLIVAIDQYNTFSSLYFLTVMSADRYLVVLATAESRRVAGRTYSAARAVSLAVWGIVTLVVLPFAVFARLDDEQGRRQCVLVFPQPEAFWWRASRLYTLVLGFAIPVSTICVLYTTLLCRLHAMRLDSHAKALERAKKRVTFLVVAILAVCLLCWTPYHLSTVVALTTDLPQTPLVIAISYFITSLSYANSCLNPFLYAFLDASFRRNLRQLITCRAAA
CHO parental Ca = counter-screen for OX1R antagonists: effect in parental CHO cells | inhibition, % at 5.6 µM | parental CHO-K1, ATP-induced calcium, Fluo-8 fluorescence | hit rate 0.63% among 330,000;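 active means inhibition above that plate's mean sample inhibition plus 3 SD, cut at about 26% in these data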;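 further: 0% = ATP-challenged DMSO wells and 100% = DMSO wells without ATP; some compounds past the cut are filed as inactive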
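test system = CHO parental line | reagent = ATP stimulus | measured by = intracellular calcium via Fluo-8 no-wash fluorescent dye | control set = ATP and no-ATP DMSO wells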
OXTR ag = agonists of human oxytocin receptor | P30559 | CHO-OTR cells, Fluo-8 calcium fluorescence; normalized: DMSO 0%, oxytocin 100% | activation, % at 3 µM | hit rate 0.32% among 320,000;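 active means activation above the mean of all tested compounds plus 3 SD, cutoff set per screening run, cut at about 20% in these data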;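 further: peak over basal fluorescence ratio from a 100 s FLIPR kinetic read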
Target sequence (P30559 whole entry, looked up): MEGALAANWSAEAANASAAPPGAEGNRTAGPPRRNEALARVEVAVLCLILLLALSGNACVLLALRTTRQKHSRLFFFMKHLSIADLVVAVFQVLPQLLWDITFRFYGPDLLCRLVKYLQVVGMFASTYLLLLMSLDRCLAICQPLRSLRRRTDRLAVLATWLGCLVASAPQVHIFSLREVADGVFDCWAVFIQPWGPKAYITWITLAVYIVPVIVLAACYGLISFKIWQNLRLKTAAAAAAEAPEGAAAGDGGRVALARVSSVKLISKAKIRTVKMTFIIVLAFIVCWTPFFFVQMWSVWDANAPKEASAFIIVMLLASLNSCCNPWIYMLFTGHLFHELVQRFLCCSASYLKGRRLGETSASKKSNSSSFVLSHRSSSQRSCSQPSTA
M1 ag parental = M1 agonist counterscreen hit in parental CHO-K1 cells. Fluo-8 calcium fluorescence; scaled to maximal ATP response, vehicle zero. hit rate 0.48% among 360,000. activation, % at 3 µM; in the data active means activation above about 15%;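 further: untransfected CHO-K1 host cells lacking M1 receptor as counterscreen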
OXTR potentiate = human OXTR potentiation | activation, % at 3 µM | hit rate 0.061% among 320,000 | CHO-OTR cells, Fluo-8 calcium fluorescence, potentiator mode; 0% = oxytocin EC15, 100% = EC100;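 active means activation above that plate's cutoff, the mean activation of tested compounds plus 3 SD, cut at about 6.6% in these data, passing the limit was not always enough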;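 further: 100% uses oxytocin at 75 nM as the full agonist control; some results filed as inactive read as strong as hits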
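assay system = CHO-OTR cells, human receptor | schedule = compound 6 min at room temperature before oxytocin, 100 s read | detection = Fluo-8 intracellular calcium fluorescence, ex 470-495, em 515-575 nm | evaluation = normalized max/min fluorescence ratio, % activation | control set = EC15 oxytocin alone as 0%, 75 nM oxytocin (EC100) as 100%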
Starred values were filed as active, the others as inactive; nt = no result given; & = joins results of further samples.

SMILES	CHO-K1 Ca PAM	V1aR counter	CHO-K1 Ca antag	TAAR1 antagonist	GPR7 antagonist	CHO parental Ca	OXTR ag	M1 ag parental	OXTR potentiate
COc1ccccc1NC(=O)N(CCN1CCCC1)Cc1cc2cc(C)ccc2[nH]c1=O	-6	-0.6	-17	-1	-12	-19	-1.0	0.1	-5
Brc1cccc(Cn2c(-c3cncs3)nc3ccccc32)c1	24	-0.7	2	15	-17	-18	-0.4	0.5	-2
C=CCn1c(SCc2ccc(OC)cc2)nnc1-c1cccnc1	2	1.1	-4	1	1	1	1.7	0.5	3
CSc1nc(C)cc(OCCO)n1	13	0.5	0	-8	10	0	0.1	0.6	-10
Cn1cc(CCC(=O)NCc2ccc(Cl)cc2)c2ccccc21	-7	-0.6	-9	-13	3	-12	-1.1	3.6	-6
CCCCNC(=O)C[C@@H]1C[C@@]2(C(=O)OCC)CCC=C2N(Cc2ccco2)C1=O	-7	nt	-3	12	nt	nt	nt	-0.1	nt
CCc1nc2c(OCC(=O)N3CCOCC3)cccn2c1N(C=O)Cc1ccccc1	4	nt	1	-14	nt	nt	nt	0.0	nt
C/C(=N/OC(=O)c1c(F)cccc1F)c1nccs1	16	-0.9	-1	1	-3	2	-1.8	0.0	2
COc1ccc(NC(=O)CCCNC(=O)c2ccc(Cl)cc2)c(OC)c1	19	-0.5	-9	-6	17	-8	-0.1	1.0	-4
CCN(CC)C(=O)C(C)N1c2cccc3cccc(c23)S1(=O)=O (stereo not drawn)	-1	nt	-8	-20	nt	nt	nt	0.7	nt
CCC(c1nnnn1-c1ccc2c(c1)OCCO2)N1CCN(c2ccc(OC)cc2)CC1 (stereo not drawn)	12	nt	-22	-4	nt	nt	nt	8.1	nt
CCOC(=O)C1(CCc2ccccc2)CCN(C(=O)CCn2cnnn2)CC1	-5	1.6	2	-5	-14	-10	0.4	-0.3	-6
Cc1ccc2c(C)[nH]c(=O)cc2c1	22	0.4	-23	-17	0	-2	0.6	1.6	-7
O=C(O)/C=C/C(=O)Nc1ccc(OCc2ccccc2)cc1	22	0.9	-14	-20	-5	-6	1.2	1.1	1
Cc1ccc(-n2c(=O)cc(N3CCC(C)CC3)[nH]c2=O)cc1	5	0.0	-13	-12	-10	-16	-0.6	0.3	-3
N#Cc1ccc(-c2ccco2)nc1SCC(=O)c1ccc(Cl)cc1	12	2.5	-7	14	-11	8	5.7	3.6	-13
C/C(CC(=O)Nc1ccc2c(c1)OCO2)=N\NC(=O)c1ccccc1N	16	0.6	-6	-10	17	-25	-1.4	0.8	-7
CCN(CC)S(=O)(=O)c1cc(C(=O)Nc2cc(C)on2)c(Cl)cc1Cl	14	3.0	0	-11	0	-8	0.4	3.7	-6
COc1ccc(/C=C(\NC(=O)c2ccccc2)C(=O)NCCC(=O)O)cc1	-9	0.5	-10	-6	-3	-6	1.0	5.3	1
COc1ccc(NC(=O)Nc2ccccc2C(=O)N2CCCC2)cc1	11	0.5	-13	-6	-16	-10	0.0	2.3	-7
Cc1cc(=O)[nH]c(Nc2cccc(Cl)c2C)n1	2	0.4	-14	1	-9	-15	-1.1	2.6	-13
CNC(=O)c1ccc(-c2sc3nc(N4CCOCC4)c4c(c3c2N)CC(C)(C)OC4)o1	-1	0.1	7	1	-3	-14	-0.2	1.4	-4
O=C1c2ccccc2NC(c2cccc([N+](=O)[O-])c2)N1O (stereo not drawn)	2	0.5	-13	-8	15	-1	0.0	1.1	-20
N/C(=N\OC(=O)CSc1ccccc1)c1ccncc1	1	2.2	-2	-21	4	-2	0.4	1.4	-15
CCN(CC)S(=O)(=O)N1CCC(C(=O)NC2CCCc3ccccc32)CC1 (stereo not drawn)	7	1.6	1	-4	0	-12	1.8	2.0	-4

Next compounds:
SMILES	CHO-K1 Ca PAM	V1aR counter	CHO-K1 Ca antag	TAAR1 antagonist	GPR7 antagonist	CHO parental Ca	OXTR ag	M1 ag parental	OXTR potentiate
O=C(Nc1ccnn1C1CCN(C/C=C/c2ccccc2)CC1)c1ccccc1	-9	1.3	-8	-17	-5	-19	1.3	0.3	-7
COc1ccc(/C=C/c2ccncc2)c2ccccc12	15	0.0	-3	nt	2	-25	-0.7	0.5	1
COc1cccc(OCC(=O)N(C)Cc2nc(-c3cccc(C)c3)no2)c1	-19	5.8	5	-4	0	-3	2.2	0.7	-13
COc1ccc(CC(=O)OCCN(C)C)cc1	15	-0.2	-16	10	-19	0	0.0	0.8	-9
Cc1ccn2c(=O)cc(C)nc2c1	12	1.4	-6	5	-8	-4	-0.1	0.6	-5
CCC1Nc2ncnc(N3CCOCC3)c2N(Cc2ccc(Br)cc2)C1=O (stereo not drawn)	8&4	1.2	-10&16	-13&1	nt	-16	1.9	0.2&0.4	0
CCC(C)NC(=O)CSc1nc2ccccc2c(=O)n1Cc1ccc(OC)cc1 (stereo not drawn)	8	-1.8	-4	-2	-15	-17	-1.8	0.0	1
CSc1nc2ccc(NC(=O)c3ccc(Cl)s3)cc2s1	22	-0.1	-14	-21	-17	-18	-0.9	0.2	-4
O=C(Nc1ccc(S(=O)(=O)N2CCOCC2)cc1)c1c(F)cccc1F	-2	2.6	-14	4	-5	2	2.6	2.2	-2
COc1ccccc1-c1n[nH]c2c1[C@H](C)CC[C@H]2C(C)C	-3	2.1	-5	13	5	-17	-1.9	-0.2	-21
COC(=O)c1c(NC(=O)CN2C(=O)C(=O)N(CC(C)C)C2=O)sc2c1CCCCC2	11	1.1	0	-22	0	-26	0.8	0.0	1
COc1cc(CN2CCNC(=O)C2CC(=O)N(C)CCCN2CCOCC2)cc(OC)c1 (stereo not drawn)	-4	-0.1	-3	-29	-17	3	0.7	0.4	-6
CN(Cc1ccccc1)CC(O)COc1ccc(CNCCCOc2cccnc2)cc1 (stereo not drawn)	4	-0.2	-14	-18	-17	-24	1.8	0.1	-3
CCc1c(C)nc(N)n2c(SCC(=O)Nc3ccccc3)nnc12	-2	0.2	8	-16	-15	-12	-0.3	0.3	-6
CCCCCN(C(=O)CCC(=O)OCC(=O)N1CCCCC1CC)c1c(N)n(CCCC)c(=O)[nH]c1=O (stereo not drawn)	-13	nt	0	-4	nt	nt	nt	-0.4	nt
CCCCOC(=O)/C(=C/c1cn(C)c2ccccc12)NC(=O)c1ccc(OC)cc1	32	-0.1	-16	6	-6	-19	-2.6	1.8	-9
CC(=O)N1CC=C2C(C#N)=C(N)C(C#N)(C#N)C(CCc3ccccc3)C2C1 (stereo not drawn)	6	1.5	-2	11	16	-19	0.8	0.6	-15
Cc1ccnc(Nc2nc(-c3sc(C)nc3C)cs2)c1	2	2.1	-7	-71	nt	-25	0.8	6.1	-6
O=C(COc1ccccc1Cl)N1CCN(c2ccccn2)CC1	-5	0.0	0	-5	nt	-5	0.1	0.8	-2
C/C(=N\NC(=O)C1CC1)c1ccc(C(C)(C)C)cc1	-26	nt	9	-14	-10	nt	nt	-0.4	nt
COC(=O)c1ccc(NC(=O)c2ccc(NC(=O)C3CCCO3)cc2)cc1 (stereo not drawn)	11	2.1	-12	5	-5	-16	0.3	6.6	-16
NC(=O)c1nc2c([nH]c1=O)CCCC2	-10	nt	18	1	nt	nt	nt	0.4	nt
COc1ccc(-n2c(SCC(=O)N3CCc4ccccc43)nnc2-c2c[nH]c3ccccc23)cc1	3	0.1	16	-21	-8	-10	-0.8	-0.5	-3
O=C1CN(C(=O)COC(=O)CNS(=O)(=O)c2ccccc2)c2ccccc2N1	5	0.7	-2	-19	-9	6	0.5	-0.4	-6
CCN1CCN(C(=O)C2CCN(Cc3cc(Cl)ccc3O)CC2)CC1	16	0.7	-8	-21	-3	-8	1.1	0.3	-1
O=c1c2ccc(F)cc2sn1-c1ccccc1	4	nt	-2	8	nt	nt	nt	11	nt
Cc1ccc(CNC(=O)COC(=O)CSc2cc(C)c(Br)cc2C)cc1	23	-1.3	-5	8	-4	-10	-2.5	0.1	-3
CC1=C(C(=O)Nc2ccc(F)cc2)C(c2ccncc2)C2=C(CCCC2=O)N1 (stereo not drawn)	-7	1.9	24*	-2	-2	-9	0.8	-0.3	0
CC(=O)c1cccc(NC(=O)N2CCCC2C(=O)NCc2ccc(C)cc2)c1 (stereo not drawn)	-3	0.1	4	6	-3	-19	-2.5	0.0	-11
O=C(NCC(c1ccco1)N1CCc2ccccc21)c1c(F)cccc1F (stereo not drawn)	18	-2.2	7	-4	nt	-18	-2.1	-1.1	-9

Ordered by SMILES length (descending): some entries from above.
SMILES	CHO-K1 Ca PAM	V1aR counter	CHO-K1 Ca antag	TAAR1 antagonist	GPR7 antagonist	CHO parental Ca	OXTR ag	M1 ag parental	OXTR potentiate
COc1ccc(-n2c(SCC(=O)N3CCc4ccccc43)nnc2-c2c[nH]c3ccccc23)cc1	3	0.1	16	-21	-8	-10	-0.8	-0.5	-3
COC(=O)c1c(NC(=O)CN2C(=O)C(=O)N(CC(C)C)C2=O)sc2c1CCCCC2	11	1.1	0	-22	0	-26	0.8	0.0	1
CC(=O)N1CC=C2C(C#N)=C(N)C(C#N)(C#N)C(CCc3ccccc3)C2C1 (stereo not drawn)	6	1.5	-2	11	16	-19	0.8	0.6	-15
COc1cc(CN2CCNC(=O)C2CC(=O)N(C)CCCN2CCOCC2)cc(OC)c1 (stereo not drawn)	-4	-0.1	-3	-29	-17	3	0.7	0.4	-6
O=C1CN(C(=O)COC(=O)CNS(=O)(=O)c2ccccc2)c2ccccc2N1	5	0.7	-2	-19	-9	6	0.5	-0.4	-6
CN(Cc1ccccc1)CC(O)COc1ccc(CNCCCOc2cccnc2)cc1 (stereo not drawn)	4	-0.2	-14	-18	-17	-24	1.8	0.1	-3
CCC1Nc2ncnc(N3CCOCC3)c2N(Cc2ccc(Br)cc2)C1=O (stereo not drawn)	8&4	1.2	-10&16	-13&1	nt	-16	1.9	0.2&0.4	0
O=C(NCC(c1ccco1)N1CCc2ccccc21)c1c(F)cccc1F (stereo not drawn)	18	-2.2	7	-4	nt	-18	-2.1	-1.1	-9
CCN1CCN(C(=O)C2CCN(Cc3cc(Cl)ccc3O)CC2)CC1	16	0.7	-8	-21	-3	-8	1.1	0.3	-1
CCc1c(C)nc(N)n2c(SCC(=O)Nc3ccccc3)nnc12	-2	0.2	8	-16	-15	-12	-0.3	0.3	-6
O=C(COc1ccccc1Cl)N1CCN(c2ccccn2)CC1	-5	0.0	0	-5	nt	-5	0.1	0.8	-2
CSc1nc2ccc(NC(=O)c3ccc(Cl)s3)cc2s1	22	-0.1	-14	-21	-17	-18	-0.9	0.2	-4
Cc1ccnc(Nc2nc(-c3sc(C)nc3C)cs2)c1	2	2.1	-7	-71	nt	-25	0.8	6.1	-6
NC(=O)c1nc2c([nH]c1=O)CCCC2	-10	nt	18	1	nt	nt	nt	0.4	nt

An unsorted share of the library, and some 3.5% of all compounds hit somewhere here.
